# Screening results as filed in PubChem BioAssay.
# FECH inh: blocks human mitochondrial ferrochelatase activity. purified FECH, Ni-mesoporphyrin absorbance 550 nm. calls only at 10 µM (by protocol). 20,000 compounds, 3.3% hits;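 active means enzyme reaction rate more than 3 SD below the solvent-only control wells on the same plate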;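 further: lower slope than DMSO wells means FECH inhibition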
# Calls only; i = inactive.
SMILES,FECH inh
CN(C)C(=O)c1cc(-c2cnc(-c3ccccn3)nc2)nc2cc(F)ccc12,i
Cc1ccc(C(=O)N2CCCCC2CCn2ccnc2)cc1NC(=O)C1CC1 (stereo not given),i
C=CCNc1ccccc1C(=O)NC(CC)CO (stereo not given),i
O=C(CN1CCN(Cc2ccccc2Cl)S1(=O)=O)Nc1ccc2c(c1)OCO2,i
CCC1CN(C(=O)c2cc3ncccn3n2)CCC(=O)N1Cc1ccccc1 (stereo not given),i

# Grouped by structure, the compounds so far with a halogen (2)
SMILES,FECH inh
CN(C)C(=O)c1cc(-c2cnc(-c3ccccn3)nc2)nc2cc(F)ccc12,i
O=C(CN1CCN(Cc2ccccc2Cl)S1(=O)=O)Nc1ccc2c(c1)OCO2,i

# Only part of the results is shown. The share of hits here may be higher or lower than overall.
